HIF-2a block – inhibitors of HIF-2a. hit rate 0.72% among 360,000. 786-0 RCC cells HIF-2a reporter, luciferase luminescence, overnight. inhibition, % at 18.8 µM. AID 624352;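 active = inhibition of the luminescence signal of 40% or more relative to plate controls, in a single-dose primary screen at 18.75 µM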
PDI turbidity – PDI (human) enzyme inhibition. hit rate 0.052% among 350,000. PDI insulin aggregation turbidity, A650, 90 min. inhibition, % at 10 µM;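 active = mean inhibition across replicates of 30% or more, whatever share of single replicates reach that level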;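 note: absorbance from insulin aggregation driven by PDI reduction with DTT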
Target sequence (P07237 whole entry, looked up): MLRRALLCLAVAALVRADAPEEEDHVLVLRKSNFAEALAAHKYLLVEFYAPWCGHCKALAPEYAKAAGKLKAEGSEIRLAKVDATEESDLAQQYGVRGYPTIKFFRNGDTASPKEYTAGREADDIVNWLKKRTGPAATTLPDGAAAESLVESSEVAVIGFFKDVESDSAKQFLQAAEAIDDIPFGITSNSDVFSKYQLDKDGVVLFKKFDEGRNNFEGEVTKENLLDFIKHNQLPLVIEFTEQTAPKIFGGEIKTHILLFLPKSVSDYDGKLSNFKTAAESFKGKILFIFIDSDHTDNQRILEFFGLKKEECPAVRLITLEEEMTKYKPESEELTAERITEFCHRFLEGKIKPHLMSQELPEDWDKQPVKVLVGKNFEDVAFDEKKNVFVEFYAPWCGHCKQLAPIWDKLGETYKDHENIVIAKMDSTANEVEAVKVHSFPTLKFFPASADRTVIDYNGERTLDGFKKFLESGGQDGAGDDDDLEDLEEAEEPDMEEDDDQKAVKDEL
CF NFkB block – cystic fibrosis NF-kB activation inhibition; KKLEB NF-kB-GFP reporter, PAF-induced, GFP fluorescence overnight; inhibition, % at 5 µM; hit rate 0.86% among 360,000;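 active = at least 50% inhibition at 5 µM, scaled per plate between neutral and stimulator controls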;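 note: PAF is a Pseudomonas aeruginosa culture filtrate used as stimulus; plate controls were PAF-stimulated DMSO wells for no effect and unstimulated DMSO wells for full effect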
Shn3 inh set2 – reduces Shn3 3'UTR luciferase signal in osteoblasts. AID 588674. Clone20 osteoblast Shn3 3'UTR firefly luciferase, 24 h. hit rate 0.52% among 360,000. inhibition, % at 12.5 µM;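 active = mean inhibition of at least 75% with every replicate also reaching 75%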;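 note: 0% = median of neutral control wells and 100% = pilot-screen positive control compound; some compounds past the cut are filed as inactive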
NR2E3 ag-1 – agonists of human NR2E3 nuclear receptor. Q9Y5X4. CHO-S Gal4-NCOR/VP16-NR2E3 two-hybrid, luciferase. inhibition of corepressor binding, % at 3.98 µM. hit rate 0.35% among 360,000. AID 602229;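 active = inhibition above the mean of all tested compounds plus 3 SD, cut at about 70% in these data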;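 note: 0% = DMSO with NR2E3 transfected cells and 100% = cells lacking NR2E3 construct; higher means lower luciferase signal from less NR2E3 corepressor binding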
Target sequence (Q9Y5X4 whole entry, looked up, the tested form may be a part): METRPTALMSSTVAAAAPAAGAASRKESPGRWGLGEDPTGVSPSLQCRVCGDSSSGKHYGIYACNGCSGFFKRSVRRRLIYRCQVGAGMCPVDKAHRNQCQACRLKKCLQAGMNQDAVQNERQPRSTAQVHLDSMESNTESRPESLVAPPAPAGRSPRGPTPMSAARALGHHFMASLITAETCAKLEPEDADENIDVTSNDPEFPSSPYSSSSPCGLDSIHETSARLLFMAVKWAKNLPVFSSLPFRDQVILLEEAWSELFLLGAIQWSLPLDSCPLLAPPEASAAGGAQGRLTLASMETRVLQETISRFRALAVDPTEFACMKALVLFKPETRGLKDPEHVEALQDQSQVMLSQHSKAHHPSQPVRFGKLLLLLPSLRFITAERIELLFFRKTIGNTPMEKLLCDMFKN
TRPM1 prom inh – reduces MITF-dependent TRPM1 promoter luciferase signal; SK-MEL-5 TRPM1 promoter luciferase, 24 h; inhibition, % at 12.5 µM; hit rate 0.83% among 330,000;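 active = mean inhibition across replicates of 60% or more, whatever share of single replicates reaches that level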; note: values of inactives mirror those of a sister screen read the other way
Vif inh – HIV Vif inhibition; HEK293T cells, Vif self-association by quenched fluorescence, imaging, 24 h; inhibition, % at 7.49 µM; hit rate 0.35% among 340,000; in the data active = inhibition above about 50%, passing the limit was not always enough; note: some results filed as inactive read as strong as hits
Peg3 prom inh – Peg3 promoter activity inhibition; hit rate 1.7% among 360,000; AID 588405; HeLa PEG-Prom luciferase reporter, luminescence, overnight; inhibition, % at 20 µM;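 active = inhibition of at least 50% at 20 µM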
CaV13 FRET inh – Disruptors of the CACNA1D IQ motif to Ca2+-dependent inactivation inhibitor domain association, primary screening, Förster resonance energy transfer in intact living …; HEK cells, CFP/YFP FRET ICDI-IQ, plate reader, 10 min; percent FRET-ratio fall versus neutral wells; inhibition, % at 12.3 µM; hit rate 0.098% among 340,000;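 active = mean replicate inhibition of at least 30% and at least 1% of replicates passing that level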;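 note: 0% = median of the neutral control wells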
NR2E3 ag-2 – NR2E3 (human) agonism; inhibition of corepressor binding, % at 4.78 µM; GST-NR2E3/biotin-RetCOR TR-FRET, 1536-well; AID 2300; hit rate 0.12% among 320,000; Q9Y5X4;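 active = percent inhibition above the cutoff of mean plus 3 SD of all tested compounds, set per screening campaign, cut at about 20% in these data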;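 note: 0% = DMSO wells and 100% = biotin wells as full block of FRET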
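Format: 1536-well format; test system: GST-NR2E3 and biotin-RetCOR proteins; read-out basis: percent inhibition of TR-FRET ratio; timing: 5 h incubation at 4 °C; detection: time-resolved FRET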
KKLEB cytotox – CF airway cell cytotoxicity counter-screen. KKLEB CF airway cells viability, ATPlite luminescence, overnight; stronger effect = lower value; cells stimulated with P. aeruginosa culture filtrate. activity change (cytotoxicity), % at 5 µM. hit rate 0.36% among 360,000;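 active = corrected activity change at or below -50% at 5 µM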
Starred values were filed as active, the others as inactive; · = not tested or not shown.

cpd	compound	HIF-2a block	PDI turbidity	CF NFkB block	Shn3 inh set2	NR2E3 ag-1	TRPM1 prom inh
1	O=C(NCCNc1ccc([N+](=O)[O-])cc1)c1ccc(Cl)cc1	-1	0	-1	18	-22	2
2	CC1(C)CN(O)CCN1O	10	-1	-9	10	19	10
3	CCCC(=O)NC(=S)Nc1ccccc1C(=O)OC	15	2	4	-10	-24	9
4	COc1cccc(S(=O)(=O)N(C)C[C@H]2OCc3cnnn3CCCC(=O)N([C@H](C)CO)C[C@@H]2C)c1	-1	-9	7	-11	-3	·
5	CC(C)(CO)CNC(=O)CCc1nnc(-c2ccc(-c3ccccc3)cc2)o1	29	-17	-10	36	-41	4
6	S=C(NCc1ccccc1)NCc1ccccc1Cl	-76	-2	18	-2	5	-6
7	O=C(CSc1nnc(CNC(=O)c2c(F)cccc2F)o1)NCC1CCCO1 (configuration not stated)	3	-8	10	4	-7	3
8	S=C(Nc1ccccn1)NC1CCCCC1	10	1	6	11	-5	0
9	CC(CCN1CCOCC1)c1ccccc1 (configuration not stated)	15	-2	3	-56	-15	-20
10	Cc1nc2ccc(S(=O)(=O)NC(C(=O)N3CCCCCC3)C(C)C)cc2s1 (configuration not stated)	4	3	0	7	11	-12

cpd	Vif inh	Peg3 prom inh	CaV13 FRET inh	NR2E3 ag-2	KKLEB cytotox
1	-10	-8	-4	3	-22
2	-3	21	·	3	5
3	1	2	-2	-1	-3
4	-15	-2	-4	·	-1
5	-3	-96	-5	3	-10
6	0	-19	·	·	-11
7	5	-5	-6	-2	14
8	0	5	-5	-1	-7
9	0	3	-2	·	-2
10	4	-14	1	2	-2

Additional records.
cpd	compound	HIF-2a block	PDI turbidity	CF NFkB block	Shn3 inh set2	NR2E3 ag-1	TRPM1 prom inh
11	COc1ccc(C)cc1NC(=O)C(NC(=O)c1cc(OC)c(OC)c(OC)c1)C(C)C (configuration not stated)	8	-6	13	21	-24	11
12	CCOC(=O)c1ccc(NC(=O)CC2C(=O)N(c3cccc(OC)c3)C(=O)N2CCOC)cc1 (configuration not stated)	14	-6	-8	2	4	6
13	Cn1c2ccc(F)cc2c2ncn(CC3CCCO3)c(=O)c21 (configuration not stated)	-63	9	9	-18	-11	-22
14	O=C(NCCCN1CCOCC1)c1ccc(N2CCOCC2)c([N+](=O)[O-])c1	12	-6	-8	-11	-15	-12
15	CCOC(=O)C(Cc1c[nH]c2cc([N+](=O)[O-])ccc12)(NC(C)=O)C(=O)OCC	2	-5	-36	8	-23	10
16	Cc1nnsc1C(=O)Nc1cccc(Cl)c1C	1	0	-7	-2	-17	7
17	CC(=O)c1ccc(NC(=O)c2cc(C)nc3ccccc23)cc1	-194	-1	-24	-76	-47	-51
18	COc1ccccc1-c1nnc(SCC(=O)NC2CCCCC2)n1C	16	-1	-10	-20	-5	12
19	CCCn1c(/C=C/c2ccco2)nc2ccccc21	-42	-3	6	-4	-25	-26
20	COc1cc2ncnc(NCc3ccc(C)cc3)c2cc1OC	3	3	14	3	-25	15

cpd	Vif inh	Peg3 prom inh	CaV13 FRET inh	NR2E3 ag-2	KKLEB cytotox
11	-1	28	-1	4	-11
12	14	6	-5	1	-5
13	0	-44	-13	3	-10
14	·	9	-9	-1	14
15	-2	12	-9	·	12
16	-5	9	-6	-1	0
17	0	-157	-20	-4	9
18	7	3	-4	2	4
19	4	-156	-3	3	15
20	9	16	-2	1	-6

A second format for some results above.
[16] Cc1nnsc1C(=O)Nc1cccc(Cl)c1C
  HIF-2a block: 1
  PDI turbidity: 0
  CF NFkB block: -7
  Shn3 inh set2: -2
  NR2E3 ag-1: -17
  TRPM1 prom inh: 7
  Vif inh: -5
  Peg3 prom inh: 9
  CaV13 FRET inh: -6
  NR2E3 ag-2: -1
  KKLEB cytotox: 0
[17] CC(=O)c1ccc(NC(=O)c2cc(C)nc3ccccc23)cc1
  HIF-2a block: -194
  PDI turbidity: -1
  CF NFkB block: -24
  Shn3 inh set2: -76
  NR2E3 ag-1: -47
  TRPM1 prom inh: -51
  Vif inh: 0
  Peg3 prom inh: -157
  CaV13 FRET inh: -20
  NR2E3 ag-2: -4
  KKLEB cytotox: 9
[18] COc1ccccc1-c1nnc(SCC(=O)NC2CCCCC2)n1C
  HIF-2a block: 16
  PDI turbidity: -1
  CF NFkB block: -10
  Shn3 inh set2: -20
  NR2E3 ag-1: -5
  TRPM1 prom inh: 12
  Vif inh: 7
  Peg3 prom inh: 3
  CaV13 FRET inh: -4
  NR2E3 ag-2: 2
  KKLEB cytotox: 4
[19] CCCn1c(/C=C/c2ccco2)nc2ccccc21
  HIF-2a block: -42
  PDI turbidity: -3
  CF NFkB block: 6
  Shn3 inh set2: -4
  NR2E3 ag-1: -25
  TRPM1 prom inh: -26
  Vif inh: 4
  Peg3 prom inh: -156
  CaV13 FRET inh: -3
  NR2E3 ag-2: 3
  KKLEB cytotox: 15

Next structures follow.
cpd	compound	HIF-2a block	PDI turbidity	CF NFkB block	Shn3 inh set2	NR2E3 ag-1	TRPM1 prom inh
21	Cc1ccc(S(=O)(=O)N2[C@@H](c3ccccc3)C(C(=O)O)=CC[C@H]2c2cccs2)cc1	4	4	-10	-3	-55	11
22	C#CCOCCOCCOCCNc1nc(N2CCN(C(=O)[C@H](Cc3ccc(O)cc3)n3cc([C@@H](N)C(C)CC)nn3)CC2)nc(N2CCN(C(=O)[C@H](CCCCN)n3cc([C@@H](N)CO)nn3)CC2)n1 (some centres not stated)	15	11	24	4	-7	-2
23	Cc1ccc(C(C(=O)NC2CCCCC2)N(C(=O)c2csnn2)C2CC2)cc1 (configuration not stated)	-2	12	-12	-8	-45	-14
24	COc1cccc(NC(=O)c2ccc(S(=O)(=O)N(C)C)cc2)c1	-51	0	-26	-2	-22	15
25	CCN1CCN(C(=O)C2COc3ccccc3O2)CC1 (configuration not stated)	-4	0	-4	-17	14	-3
26	Fc1ccc(CNc2ccc(CNc3ncn[nH]3)cc2)cc1	-95	-3	4	-1	-18	-1
27	Cn1ccs/c1=N\C(=O)Nc1cccc(C(F)(F)F)c1	-260	6	-15	-46	-57	-36
28	COc1ccccc1NC(=O)C(C)OC(=O)CCCc1c[nH]c2ccccc12 (configuration not stated)	1	-8	21	-4	-14	-1
29	O=C(NC(Cc1ccccc1)C(=O)O)/C(=C\c1ccc(Cl)cc1)NC(=O)c1ccccc1 (configuration not stated)	13	-1	-1	-5	-6	-1
30	CCNc1oc(-c2ccc(OC)cc2)nc1S(=O)(=O)c1ccc(Br)cc1	-12	3	-6	14	-15	-5

cpd	Vif inh	Peg3 prom inh	CaV13 FRET inh	NR2E3 ag-2	KKLEB cytotox
21	·	0	-9	2	8
22	3	3	·	3	-7
23	-4	-24	-4	2	1
24	0	-7	-6	2	2
25	-2	-11	-3	1	-1
26	-8	-51	-6	·	2
27	-6	-148	-18	-1	8
28	-21	-10	-6	-2	-1
29	2	-1	-3	0	-9
30	1	6	-6	-3	0

More entries:
cpd	compound	HIF-2a block	PDI turbidity	CF NFkB block	Shn3 inh set2	NR2E3 ag-1	TRPM1 prom inh
31	NNC(=O)CNc1cccc(Cl)c1	9	6	8	-10	-8	1
32	COc1ccc2ccccc2c1CNCCN1CCOCC1	16	3	0	11	-13	7
33	CC(=O)c1c(C)[nH]c(C(=O)NC(C)c2ccccc2)c1C (configuration not stated)	-48	-4	-15	16	-13	-12
34	COC(=O)c1ccc(COC(=O)CNC(=O)c2ccc(OC)cc2)cc1	-230	7	9	-66	-66	-59
35	CN(C(=O)c1ccc(NC(=O)Cc2ccc(NC(=O)C3CCN(C(=O)C4CCC4)CC3)cc2)cc1)C1CC1	6	14	16	-11	3	1
36	Cc1cc(C)c(S(=O)(=O)NC(CC(=O)O)c2cccc([N+](=O)[O-])c2)c(C)c1 (configuration not stated)	5	-7	-41	6	6	5
37	Cc1noc(C)c1COc1ccccc1C(=O)NNC(=O)C(C)Oc1ccccc1F (configuration not stated)	6	2	-9	5	-25	13
38	Cc1nnc(CN(C)C(=O)c2cc(COc3ccc(C)c(C)c3)on2)o1	-57	-4	-3	-24	-34	-20
39	CC(O)(C#CCN1CCCCCC1)c1ccccc1 (configuration not stated)	11	8	-12	4	-18	3
40	CCOC(=O)c1ccccc1NC(=O)N1CCn2c(C)ccc2C1CC (configuration not stated)	10	-6	-19	22	-21	-6

cpd	Vif inh	Peg3 prom inh	CaV13 FRET inh	NR2E3 ag-2	KKLEB cytotox
31	9	14	-7	4	-14
32	8	8	2	3	8
33	-8	-28	-18	1	2
34	-2	-202	-6	·	-8
35	4	-5	-8	13	6
36	6	13	-5	1	9
37	12	14	-5	2	-4
38	-4	-70	-3	-1	2
39	-6	-3	-3	1	-2
40	14	10	-7	-1	1

Going on with the list:
cpd	compound	HIF-2a block	PDI turbidity	CF NFkB block	Shn3 inh set2	NR2E3 ag-1	TRPM1 prom inh
41	COc1ccccc1CC(=O)Nc1cc2oc3ccccc3c2cc1OC	-52	-6	-7	-6	17	-16
42	O=C(Nc1n[nH]c(=S)s1)c1ccc2ccccc2c1	-176	-12	-1	-41	-7	-45
43	COc1ccc(OC)c(NC(=O)C2CCCN(S(=O)(=O)c3cccc4cccnc34)C2)c1 (configuration not stated)	9	·	10	-11	-12	-5
44	COC(=O)c1cn(NC(=O)CC2CCCCC2)c(=O)c2ccccc12	12	-1	4	-21	-16	2
45	CNC(=O)N1c2ccccc2NC(=O)CC1C (configuration not stated)	28	2	-9	-10	5	4
46	CS(=O)(=O)c1ccc(C(=O)NC2CCCCC2)cc1	-17	4	-4	-34	0	-15
47	CCOC(=O)c1sc(=NC(=O)c2cccs2)n(C)c1C	-174	-18	20	-83	-117	-41
48	N#C/C(C(=O)NCc1ccco1)=C1/SC(Cc2ccc(Cl)cc2)C(=O)N1c1ccccc1 (configuration not stated)	14	17	14	-3	4	8
49	N#C/C(=C\c1cn(-c2ccccc2)nc1-c1cccnc1)c1nnc2n1CCCCC2	19	-4	-13	9	-12	-3

cpd	Vif inh	Peg3 prom inh	CaV13 FRET inh	NR2E3 ag-2	KKLEB cytotox
41	-6	-60	·	3	4
42	2	-291	·	-2	24
43	2	8	-6	-5	-15
44	·	0	-4	-1	16
45	3	-16	1	0	6
46	8	-9	-5	-7	0
47	7	-282	-7	-4	-20
48	10	-7	-5	4	1
49	-4	-11	-3	0	8

Screening data deposited in PubChem BioAssay by several laboratories.
